A350 fluor: A350 region autofluorescence. AID 590. 59,000 compounds, 11% hits. Compound autofluorescence, 340/450 nm, Alexa 350 dye-equivalents; stronger effect = higher value. max dye-equivalent concentration, M; in the data active means max dye-equivalent concentration above about 10 nM; inconclusive means mostly about 1.1 nM to 9.6 nM
CRE-bla Fsk: modulators of forskolin-stimulated CRE signaling in CHO cells; CHO CRE-bla reporter (cAMP response element driving beta-lactamase), forskolin EC10, beta-lactamase ratio; Potency, µM (series often up to 38.2 µM), for the others: top-dose activity change, negative = inhibition, hits mostly activators; 71,000 compounds, 2.5% hits; active means well fitted activation curve with a large enough effect in the signal ratio, with a control signal flat, not every such curve was filed as active; inconclusive means small, poorly fitted or top-dose-only effect, or effect the other way, or a change in a side signal; the % refers to the signal ratio; further: potency means the concentration at half of the fitted maximal effect; % of control where 0% means no effect
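Cells were plated overnight at 37 °C, exposed to compound titrations plus EC10 NKH 477 for 3 h, then given CCF4 dye for 2 h at room temperature. Blue/green (460/530 nm) ratio was converted to %Activity and AC50 values calculated.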
Ub-GFP proteasome: ubiquitin-GFP accumulation via proteasome inhibition | Ubiquitin-GFP reporter cells, proteasome inhibition, GFP fluorescence; response scale: untreated = 0%, 10 µM MG-132 = 100% | Potency, µM (highest dose often 45.9 µM), for inactives: at the highest dose activation (GFP accumulation), usual class: activators | 67,000 tested, under 10 active; active means well fitted activation curve with a large enough effect, not every such curve was filed as active; inconclusive means small, poorly fitted or top-dose-only effect, or another doubt; inactive means no such curve, though single readings can be large or run the other way; further: potency means the concentration at half of the fitted maximal effect
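Proteasome block read as GFP accumulation: ubiquitin(G76V)-GFP U2OS cells exposed to compound (2.9 nM–46 uM) for 4 hr at 37 C. Normalization used untreated cells as 0% and 10 uM MG-132 as 100%; concentration-response curves fitted.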
Pol III holo inh: DNA polymerase III holoenzyme inhibition. reconstituted DNA polymerase III holoenzyme replication, biochemical. Potency, µM (series often up to 57.1 µM), inactives show at the highest dose activity change, negative = inhibition. 71,000 compounds, 0.25% hits; further: potency means the concentration at half of the fitted maximal effect; on the % scale 0 is the no-effect control and ±100 the full control effect
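Reconstituted *E. coli* holoenzyme (0.35 nM Pol III, 1 nM beta, 154 nM SSB, 2 nM primase) was preincubated with compound for 15 min at RT. Synthesis on 1.4 nM ssM13Gori ran 35 min, then was stopped with PicoGreen/EDTA and read as dsDNA fluorescence.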
GFP derepression: epigenetic modulators derepressing GFP locus in mouse cells | 68,000 compounds, 0.09% hits | AID 597 | Potency, µM (top dose mostly 46.1 µM), without a hit: top-dose GFP derepression (activation) | mouse C127i GFP locus derepression, cytometry, 30 h; further: % of control where 0% means no effect
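Locus derepression in mouse mammary C127i cells whose integrated CMV-GFP reporter is normally silent; GFP expression after 30 h compound treatment was quantified by counting fluorescent cells.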
BRCT PPI red: inhibitors of human BRCA1 BRCT-phosphoprotein interaction (red fluorophore) | P38398 | Potency, µM (highest dose often 76.9 µM), for inactives: top-dose activity change, negative = inhibition, usual class: inhibitors | AID 892 | BRCT-phosphopeptide binding, red fluorescence polarization | 75,000 compounds, 0.03% hits; further: on the % scale 0 is the no-effect control and ±100 the full control effect
Target sequence (P38398 whole entry, looked up): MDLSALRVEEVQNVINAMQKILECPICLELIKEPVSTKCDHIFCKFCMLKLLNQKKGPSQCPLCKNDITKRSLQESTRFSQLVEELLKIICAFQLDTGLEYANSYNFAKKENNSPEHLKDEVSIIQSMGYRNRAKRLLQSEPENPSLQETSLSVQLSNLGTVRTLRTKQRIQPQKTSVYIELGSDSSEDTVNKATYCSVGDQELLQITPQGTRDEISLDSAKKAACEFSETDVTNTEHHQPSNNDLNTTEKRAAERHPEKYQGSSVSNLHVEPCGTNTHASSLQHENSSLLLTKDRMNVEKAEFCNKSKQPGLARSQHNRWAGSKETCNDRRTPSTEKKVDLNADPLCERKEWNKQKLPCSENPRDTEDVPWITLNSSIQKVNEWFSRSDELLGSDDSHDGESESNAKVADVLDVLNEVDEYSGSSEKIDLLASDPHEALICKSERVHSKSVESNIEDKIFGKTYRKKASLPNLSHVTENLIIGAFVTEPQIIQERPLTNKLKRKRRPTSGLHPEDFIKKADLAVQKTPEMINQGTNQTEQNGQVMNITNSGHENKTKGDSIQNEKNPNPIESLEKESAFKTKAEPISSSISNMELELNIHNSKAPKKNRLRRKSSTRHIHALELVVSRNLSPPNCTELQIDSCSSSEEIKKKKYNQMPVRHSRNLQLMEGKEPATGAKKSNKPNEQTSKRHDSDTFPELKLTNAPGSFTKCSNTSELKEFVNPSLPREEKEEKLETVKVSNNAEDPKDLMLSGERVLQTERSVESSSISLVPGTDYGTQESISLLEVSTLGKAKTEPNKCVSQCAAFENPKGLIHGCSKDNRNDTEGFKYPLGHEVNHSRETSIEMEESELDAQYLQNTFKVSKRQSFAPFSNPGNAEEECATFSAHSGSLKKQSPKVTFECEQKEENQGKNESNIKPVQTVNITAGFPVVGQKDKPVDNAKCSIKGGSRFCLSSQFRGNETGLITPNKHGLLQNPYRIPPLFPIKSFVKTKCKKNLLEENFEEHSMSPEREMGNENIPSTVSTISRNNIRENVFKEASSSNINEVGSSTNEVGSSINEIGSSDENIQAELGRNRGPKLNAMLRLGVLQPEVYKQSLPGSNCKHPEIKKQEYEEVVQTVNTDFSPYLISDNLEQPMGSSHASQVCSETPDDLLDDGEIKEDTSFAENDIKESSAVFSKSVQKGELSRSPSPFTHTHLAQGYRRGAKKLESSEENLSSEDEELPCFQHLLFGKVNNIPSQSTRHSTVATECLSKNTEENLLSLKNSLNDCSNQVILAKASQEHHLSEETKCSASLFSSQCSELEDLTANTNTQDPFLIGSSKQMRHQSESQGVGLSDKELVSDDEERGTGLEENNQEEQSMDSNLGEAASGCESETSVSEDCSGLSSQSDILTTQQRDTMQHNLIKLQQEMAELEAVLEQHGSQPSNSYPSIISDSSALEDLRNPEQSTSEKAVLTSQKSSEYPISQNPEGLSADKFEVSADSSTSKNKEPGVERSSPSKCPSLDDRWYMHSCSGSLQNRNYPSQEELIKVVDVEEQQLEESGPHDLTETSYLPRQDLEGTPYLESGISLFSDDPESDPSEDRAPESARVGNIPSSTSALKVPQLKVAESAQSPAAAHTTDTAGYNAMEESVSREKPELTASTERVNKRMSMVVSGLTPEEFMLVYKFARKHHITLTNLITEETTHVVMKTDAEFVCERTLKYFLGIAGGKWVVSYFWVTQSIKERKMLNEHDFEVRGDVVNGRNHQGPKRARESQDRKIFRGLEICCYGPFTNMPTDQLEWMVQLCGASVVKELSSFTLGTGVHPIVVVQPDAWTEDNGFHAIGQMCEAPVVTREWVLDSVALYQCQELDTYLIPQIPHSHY
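Fluorescence polarization: 100 nM His-tagged BRCA1 BRCT with 100 nM TAMRA-labelled phospho-BACH1 decapeptide, phosphate buffer pH 7.3 with 150 mM NaCl, DTT, 0.01% Tween 20; 12 min RT. Binding inhibition seen as FP decrease.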
4MU fluor: compound fluoresces in the 4-MU spectral region; max dye-equivalent concentration, M; 59,000 compounds, 11% hits; compound autofluorescence, 340/450 nm, 4-MU equivalents; stronger effect = higher value; in the data active means max dye-equivalent concentration above about 10 nM; inconclusive means mostly about 1.1 nM to 9.6 nM
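Compounds in 100 mM Tris, pH 8.0, incubated 15 min at room temperature, then fluorescence read at 340 nm excitation/450 nm emission. Signal converted to 4-MU dye-equivalent concentration using an on-plate six-point 4-MU standard curve.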
Hsp90 Hop PPI: changes Hsp90-Hop TPR2A binding signal, up or down; AlphaScreen TPR2A-His6 binding biotin-Hsp90 C-terminal peptide; Potency, µM (highest dose often 57 µM), inactives show at the top dose activity change, negative = inhibition; 71,000 compounds, 0.44% hits; active means well fitted curve in either direction with a large enough effect; inconclusive means small, poorly fitted or top-dose-only effect, or another doubt; further: potency means the concentration at half of the fitted maximal effect; on the % scale 0 is the no-effect control and ±100 the full control effect; many of its hits are not listed in these tables
ALOX15 inhib: blocks human 15-lipoxygenase activity; Potency, µM (top dose mostly 57.1 µM), for inactives: top-dose activity change, negative = inhibition, most hits filed as inhibitors; 74,000 compounds, 1.4% hits; purified 15hLO-1, xylenol orange hydroperoxide absorbance; P16050; further: potency means the concentration at half of the fitted maximal effect; on the % scale 0 is the no-effect control and ±100 the full control effect; nearly all actives have a fitted effect of over 55% in size
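Compounds were preincubated 15 min at room temperature with 40 nM purified human enzyme (25 mM Hepes pH 7.5, 0.01% Triton X-100); 50 uM arachidonic acid reacted 6 min. Fe-xylenol orange detection, 30 min, absorbance ratio 573/405 nm.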
HBB splice mod: alters splicing of the hemoglobin beta chain. HBB splicing reporter cell assay, activation; EGFP reporter with mutant IVS2-654 intron; response scale: normalised to 500 nM splice-correcting PNA. Potency, µM (doses to about 46.1 µM), inactives show at the top dose activation, most hits filed as activators. 65,000 compounds, 0.06% hits. AID 925; further: potency means the concentration at half of the fitted maximal effect; 0% is about no effect
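Compounds were applied for 2 days to HeLa EGFP-654 cells, 500/well in Optimem with 2% FCS. The reporter's EGFP is disrupted by mis-splicing of beta-globin intron IVS2-654. Readout: summed well GFP fluorescence from 488 nm laser scanning; reference was 500 nM antisense […] 654 PNA.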
BRCT PPI green: blocks human BRCA1 BRCT binding to phosphopeptide, green readout | P38398 | BRCA1 BRCT-phosphopeptide binding, green fluorescence polarization | Potency, µM (titrated, usually from 76.9 µM), without a hit: top-dose activity change, negative = inhibition, actives largely listed as inhibitors | 75,000 compounds, 0.05% hits | AID 875;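 further: potency means the concentration at half of the fitted maximal effect; plate controls were peptide without protein for full effect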
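Fluorescence polarization: His-tagged BRCT (~35 kDa BRCA1 C-terminus, 250 nM) bound to 100 nM fluorescein-labeled phosphorylated 10-aa BACH1 peptide, pH 7.3 phosphate buffer with DTT and Tween 20. Compounds incubated 12 min at room temperature; inhibition read as lowered polarization.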
Active calls of the source: *; i = inactive; ? = inconclusive; . = not tested or not shown; [ ] = another dose, or the depositor's remark. Unless noted, the call rests on the fitted dose curve; in most records, active means well fitted curve in the direction sought with a large enough effect; inconclusive means small, poorly fitted or top-dose-only effect, or another doubt; inactive means no such curve, though single readings can be large; an effect the other way counts as inactive or inconclusive.

Value order: A350 fluor, CRE-bla Fsk, Ub-GFP proteasome, Pol III holo inh, GFP derepression, BRCT PPI red, 4MU fluor, Hsp90 Hop PPI, ALOX15 inhib, HBB splice mod, BRCT PPI green
- Cn1nc(-c2ccc(N3CCOCC3)c(NC(=O)c3ccccc3)c2)c2ccccc2c1=O
  i, 7.9µM*, -3%, -5%, 10%, -2.1%, i, -12%, -1%, 3.8%, 3.2%
- CC(=O)N[C@@H](c1ccccc1)[C@]1(C)C[C@H]1[C@@H](C)C(=O)Nc1ccc2ccccc2c1
  ., -13%, ., -12%, ., -1.4%, ., -12%, ., 2.5%, -2.9%
- Cc1nc2ncnn2c(N2CCC(C(=O)NCC3CCCO3)CC2)c1Cc1ccccc1 (configuration not stated)
  i, -2%, 2%, -8%, 2%, -0.9%, i, -3%, 7%, ., -0.4%
- COc1cccc(C2c3c(oc4ccc(Cl)cc4c3=O)C(=O)N2c2cc(C)on2)c1OC (configuration not stated)
  i, 4%, 3%, 1%, 2%, -2.2%, i, -5%, 8%, 6.9%[0.369 µM], -2.3%
- COc1cc(S(=O)(=O)N2CCCCC2)ccc1NC=O
  ., -9%, -2%, 2%, 2%, -1.3%, ., 1%, 3%, -0.5%[9.22 µM], -1.5%
- COc1cc(S(=O)(=O)N2CCC(C(N)=O)CC2)c(C)cc1C
  i, -2%, -4%, 2%, 0%, -0.4%, i, ?, 0%, 0.4%, -0.1%
- COC(=O)c1ccccc1NC(=O)CS(=O)(=O)Cc1nc(-c2ccc(C)cc2)oc1C
  ., -7%, -6%, 2%, -5%, 1.1%, ., -2%, -2%, 0.1%, 6.0%
- CSC1=C(C#N)C2(CCCCC2)C(C(=O)Nc2ccccc2)=C(C)N1
  ., -19%, 6%, 2%, 0%, -0.6%, ., -4%, -6%, 0.5%, 0.9%
- Cc1cc(-c2ccc(N=Nc3ccc4c(S(=O)(=O)O)cc(S(=O)(=O)O)c(N)c4c3O)c(C)c2)ccc1N=Nc1ccc2c(S(=O)(=O)O)cc(S(=O)(=O)O)c(N)c2c1O
  ., ?, -1%, 7.9µM*, -1%, ?, ., 4µM*, ?, ., 32µM*
- Cc1ccc2[nH]c(=O)c(CN(Cc3nnnn3C3CCCC3)C3CCCCC3)cc2c1
  ?, 1%, -2%, -1%, 2%, -1.4%, ?, -2%, -4%, ., 0.1%
- CC(C)OCCCNC(=O)CN1C(=O)CC(C)(C)S(=O)(=O)c2ccccc21
  ., -4%, -7%, -1%, -2%, 1.0%, ., 2%, -1%, 1.6%, -0.7%
- O=c1c2[nH]c3ccccc3c2ncn1Cc1ccncc1
  ?, 19%, 7%, -6%, -4%, 0.0%, ?, -2%, -5%, -0.2%[1.84 µM], 2.0%
- COCCn1c(=O)c(-c2ccc(OC)cc2)nc2cnc(Nc3cccc(OC)c3)nc21
  ?, ?, 2%, 9%, -5%[9.22 µM], -1.4%, i, -4%, 1%, 5.1%, 32%[activator]
- COc1ccc(CC(NC(C)=O)C(=O)N2CCN(C(=O)N(C(C)C)C(C)C)CC2)cc1 (configuration not stated)
  i, -3%, 2%, 0%, -2%, 0.3%, i, -2%, -2%, -0.3%[57.5 µM], 1.0%
- COc1ccc2c(CC#N)c[nH]c2c1
  ., -2%, -3%, 2%, -2%, -0.8%, ., -3%, -5%, 1.3%, -2.6%
- Nn1c(SCC(=O)NC2CCCCC2)nnc1C1CC1
  i, 2%, -2%, -4%, 1%, 1.6%, i, -1%, 4%, -0.4%[57.5 µM], 0.3%
- COc1cccc(C2=CC(c3cccc(OC)c3OC(F)F)n3nnnc3N2)c1 (configuration not stated)
  i, ?, 4%, 1%, 3%, -0.5%, i, 5%, ?, 0.6%, 0.2%
- Cc1nn(-c2cccc(C(F)(F)F)c2)c(Cl)c1/C=N/n1cnnc1
  i, 8%, 8%, -7%, 3%, -0.1%, i, -3%, 11%, 0.0%[57.5 µM], 0.3%
- CCCCOC(=O)Cn1c(=O)c2c(nc3n2CCCCN3c2ccc(C)cc2)n(C)c1=O
  i, 4%, ., 1%, 3%, -0.8%, i, -1%, -6%, 0.9%[0.369 µM], 2.5%
- Cc1ccc(C2C(C#N)=C(N)Oc3c2sc2ccccc32)o1 (configuration not stated)
  ., ?, -14%[9.17 µM], -9%[11.4 µM], -8%, -0.6%, ., -23%[11 µM], ?, ?, 56%[activator]
- CCN1CCN(C(=O)CN(c2ccccc2C)S(C)(=O)=O)CC1
  i, -3%, 5%, -5%, 1%, -0.1%, i, -3%, 3%, -0.4%, -0.1%
- O=C(Oc1ccc(Br)cc1)C1CC(=O)N(c2ccc(F)cc2)C1 (configuration not stated)
  i, -5%, 1%, 2%, -3%, -2.7%, i, -2%, 0%, 2.2%, 0.9%
- O=C(CSc1nc2ccccc2o1)Nc1nc2c(s1)CCCC2
  i, -13%, -1%, -3%, 1%, 1.9%, i, 0%, 6%, 0.8%, 1.9%
- CC1(C)Cc2ccccc2C(=O)N1
  i, 5%, 13%, 0%, -3%, 0.9%, i, -3%, 8%, 1.7%, -1.2%
- COC(=O)c1cc(COc2ccc3ccc(=O)oc3c2)c(C)o1
  1.9e-08M*, ?, -2%, 5%, 0%, 0.8%, 2.2e-08M*, -6%, -1%, 1.2%, -0.6%
- CCOC(=O)c1nnn(-c2nonc2N)c1CNc1ccc(C)c(Br)c1
  i, -5%, -3%, 1%, -2%, -1.3%, i, -2%, -20%, -1.0%, 1.5%
- Clc1ccc(C=NC23CN4CN(CN(C4)C2)C3)cc1
  ., 1%, -4%, -5%, -2%, 0.6%, ., -2%, 4%, -1.9%, -3.1%
- Cc1cc(NC(=O)c2ccccc2NS(=O)(=O)c2c(C)c(C)cc(C)c2C)no1
  7.3e-08M*, ?, 4%, 0%, -4%, 0.9%, 8.8e-08M*, -1%, 6%, -0.3%, -1.2%
- Cc1c(S(=O)(=O)N2CCN(C(=O)c3ccco3)CC2)c(=O)n(C)c(=O)n1C
  ., -4%, 9%, -6%, ., -2.8%, ., ?, 11%, -0.3%, 0.1%
- Cc1nnc(SC(C)C(=O)Nc2ccc(S(=O)(=O)N3CCCCCC3)cc2)s1 (configuration not stated)
  i, -6%, 3%, -5%, -3%, -2.2%, i, -1%, 1%, -0.2%[57.5 µM], -0.5%
- O=C(c1ccncc1)N1CCC2(CC1)CN(c1ccncc1)C2
  i, -6%, -5%, -5%, -4%[9.22 µM], 0.4%, i, -3%, 8%, 3.4%, -1.4%
- Cc1cc(C)nc(SCc2ccc3nonc3c2)n1
  ., 18%, 9%, -4%, 2%, 1.7%, ., ?, ?, -0.6%, 1.1%
- CCOc1ccc2nc(NC(=O)C3CCCN(S(=O)(=O)c4c(C)noc4C)C3)sc2c1 (configuration not stated)
  ., 13%, 7%, -6%, ., 0.9%, ., -2%[2.3 µM], -28%, -0.3%, -2.1%
- O=C(NCCCN1CCOCC1)C1CCC(=O)N1CCc1ccccc1 (configuration not stated)
  ., -4%, -12%, -2%, 3%, -2.4%, ., -1%, -27%, 0.5%, -3.3%
- CCCS(=O)(=O)N1CCCC(C(=O)NCC2CCCO2)C1 (configuration not stated)
  i, 0%, 3%, 0%, 2%, -0.8%, i, -3%, 8%, -0.3%, -1.7%
- Cc1cccc(Cn2c(NCC(C)O)nc3c2c(=O)n(C)c(=O)n3C)c1 (configuration not stated)
  i, 7%, 0%, -1%, 6%, -1.8%, i, -4%, 13%, -0.8%, -2.3%
- C=CCn1c(COc2ccccc2)nnc1SCC(=O)NCC(=O)OCC
  ?, -8%, 6%, 2%, -2%, 0.1%, i, 4%, 11%, 0.6%[57.5 µM], -2.2%
- CCOC(=O)C1CCCN(C(=O)c2cc(=O)c3ccccc3o2)C1 (configuration not stated)
  i, ?, 9%, -4%, 2%, 1.3%, i, -2%, 5%, -1.6%, -2.1%
- O=C(NC1CCCCC1)NC1(C(=O)NCCCN2CCOCC2)CCCCC1
  i, 0%, 4%, -6%, -2%, 0.1%, i, 2%, 5%, ., -2.3%
- CCCC(=O)Nc1ccc2oc(-c3ccncc3)nc2c1
  1.7e-08M*, 20%, -3%, -3%, -3%, -1.7%, 2e-08M*, 0%, -6%, ., -1.6%
- Cc1nnc(SCC(=O)Nc2ncc3c(n2)CCCC3=O)s1
  i, -1%, -2%, -6%, 2%, 1.0%, i, ?, -1%, 3.0%[0.369 µM], -3.6%

Screening data: PubChem, National Center for Advancing Translational Sciences (NCATS)
